Assay outcomes as filed in PubChem BioAssay.
KB-V1 MDR tox – kills drug-selected multidrug resistant KB-V1 cells. KB-V1 MDR cells viability, CellTiter-Glo, 72 h. Potency, µM (titrated, usually from 46.1 µM), for inactives: at the top dose activity change, negative = cytotoxicity, usual class: cytotoxic. 3.4% of 400,000 active. AID 1347076; further: potency means the concentration at half of the fitted maximal effect; on the % scale 0 is the no-effect control and ±100 the full control effect; nearly all actives have a fitted effect of over 60% in size
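In this primary screen, KB-V1 cells overexpressing P-gp are incubated with library compounds (lowest to highest concentration) for 72 h at 37 degrees C before a luminescent ATP viability read.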
KB-3-1 cytotox – kills parental KB-3-1 adenocarcinoma cells. Potency, µM (highest dose often 46.1 µM), without a hit: at the highest dose activity change, negative = cytotoxic, hits mostly cytotoxic. KB-3-1 viability, CellTiter-Glo ATP luminescence, 72 h. 1.4% of 400,000 active; further: potency means the concentration at half of the fitted maximal effect; on the % scale 0 is the no-effect control and ±100 the full control effect; nearly all actives have a fitted effect of over 60% in size
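72 h, 37 °C compound treatment of KB-3-1 parental cells; CellTiter-Glo added, 10 min, luminescence read. Data corrected against DMSO-only plates and normalized before curve fitting.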
MCF10A rerep – DNA re-replication induction in MCF 10a cells | MCF 10A DNA re-replication, Hoechst nuclear intensity, 48 h | Potency, µM (doses to about 46.1 µM), for the others: at the top dose activity, positive = re-replication, hits mostly activators | 2.9% of 350,000 active; further: potency means the concentration at half of the fitted maximal effect; % of control where 0% means no effect; nearly all actives have a fitted effect of over 50% in size
SW480 rerep – induces DNA re-replication in SW480 colon adenocarcinoma cells | SW480 DNA re-replication, Hoechst DNA content imaging, 48 h | Potency, µM (highest dose often 46.1 µM), inactives show at the top dose re-replication activation, usual class: activators | 1.8% of 340,000 active | AID 624297; further: potency means the concentration at half of the fitted maximal effect; % of control where 0% means no effect; nearly all actives have a fitted effect of over 55% in size
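Per well, 250 cells were exposed to pinned compound for 48 hr. Nuclear DNA was visualised with Hoechst (40 min, 37 C) and total object intensity recorded by fluorescence scanning.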
ATXN2 expr inh – inhibitors of ATXN2 expression; HEK-293 ATXN2-luciferase reporter, luminescence, 24 h; Potency, µM (titrated, usually from 57 µM), for inactives: top-dose activity change, negative = inhibition, most hits filed as inhibitors; 0.72% of 360,000 active; further: potency means the concentration at half of the fitted maximal effect; on the % scale 0 is the no-effect control and ±100 the full control effect; nearly all actives have a fitted effect of over 55% in size
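ATXN2-luciferase reporter cells (luciferase flanked by upstream and downstream ATXN2 gene portions) were treated 24 h at 37 °C with compounds at up to 57 uM. SteadyGlo luminescence gave expression; GF-AFC fluorescence gave viability.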
HT1080NT lethal – kills 2HG-producing HT-1080-NT fibrosarcoma cells; HT-1080-NT fibrosarcoma viability, CellTiter-Glo ATP luminescence, 48 h; Potency, µM (top dose mostly 46.1 µM), for the others: at the top dose activity, negative = less viability, actives largely listed as cytotoxic; AID 686970; 1.6% of 360,000 active;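 further: NT is the 2HG producing partner of a matched IDH1 knockdown line; potency means the concentration at half of the fitted maximal effect; 0% = DMSO-treated cells and -100% = media-only wells without cells; nearly all actives have a fitted effect of over 55% in size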
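Viability of the 2HG-overproducing fibrosarcoma line after 48 hours of compound exposure at 37 degrees C was determined by luminescence with CellTiter-Glo, and concentration-effect curves were then fitted and categorized.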
HT1080 IDH1KD tx – HT-1080 IDH1 knockdown cell toxicity (counter line); HT-1080 IDH1 knockdown viability, ATP luminescence, 48 h; Potency, µM (titrated, usually from 46.1 µM), for the others: at the highest dose activity, negative = toxicity, most hits filed as cytotoxic; 2% of 360,000 active;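 further: potency means the concentration at half of the fitted maximal effect; 0% = DMSO wells and -100% = cell-free medium wells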
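In this qHTS, HT-1080 cells depleted of IDH1 are exposed for 48 h at 37 °C to compound titrations. Toxicity is scored from CellTiter-Glo luminescence, with DMSO as full viability and medium alone as none.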
IL-1B inflam inh – inhibitors of inflammasome signaling (IL-1 beta secretion). 4.7% of 360,000 active. THP-1 LPS/ATP IL-1B secretion, AlphaLISA, 16 h; hits give low values. activity change, % at 57.5 µM; in the data active means activity change below about -50%; inconclusive means mostly about -30% to -49%; further: on the % scale 0 is the no-effect control and ±100 the full control effect
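THP-1 cells pretreated 1 hr with compounds (up to 57.5 uM final), then stimulated with LPS (250 ng/mL final) plus ATP (1.25 mM final); secreted IL-1B measured by AlphaLISA after 16 hr, decreased signal indicating inhibition.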
WRN helicase inh – WRN helicase (human) inhibition; Q14191; WRN helicase unwinding, fluorescent forked duplex, kinetic; Potency, µM (series often up to 114 µM), for inactives: top-dose activity change, negative = inhibition, usual class: inhibitors; 0.46% of 360,000 active; AID 651768; further: potency means the concentration at half of the fitted maximal effect; on the % scale 0 is the no-effect control and ±100 the full control effect; nearly all actives have a fitted effect of over 55% in size
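Enzyme (20 nM final) and test compound sit together 15 min at room temperature before substrate addition. Substrate is a single-forked duplex oligonucleotide (100 nM) labelled with fluorophore and quencher, with 2 mM ATP; helicase unwinding raises red fluorescence, read kinetically.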
* = called active by the depositor; ? = inconclusive; · = not tested or not shown; [ ] = dose if it differs, or a comment. Unless noted, the call rests on the fitted dose curve; in most records, active means well fitted curve in the direction sought with a large enough effect; inconclusive means small, poorly fitted or top-dose-only effect, or another doubt; inactive means no such curve, though single readings can be large; an effect the other way counts as inactive or inconclusive.

SMILES,KB-3-1 cytotox,SW480 rerep,HT1080NT lethal,WRN helicase inh,KB-V1 MDR tox,ATXN2 expr inh,HT1080 IDH1KD tx,MCF10A rerep,IL-1B inflam inh
CCc1nc(NCC2CCCN2CC)c2nnn(Cc3ccccc3F)c2n1 (stereo not given),0%,8%,?,-8%,-13%,1%,-15%,?,29
COCCOC(=O)c1cc(C(=O)c2cc(Cl)ccc2O)coc1=N,5%,3%,-3%,-4%,3%,-11%,0%,-10%,-2
COc1ccc(CCNC(=O)CCOc2ccc(C)cc2)cc1OC,6%,-2%,4%,9%,-2%,-6%,1%,1%,1
COCCCNC(=O)c1cccc2c(=O)c(C)c(-c3ccccc3)oc12,19%,·,4%,-15%,?,0%,15%,-2%,0
CCOCCCNC(=O)c1cc2c(=O)n3cccc(C)c3nc2n1C,?,0.65µM*,?,-13%,0%,-13%,?,?,11
COc1ccc(C(CNC(=O)COc2ccccc2)N2CCCCC2)cc1 (stereo not given),-9%,1%,1%,7%,?,1%,8%,3%,0
Cc1ccc(S(=O)(=O)N2C(=O)[C@@H]3Cc4ccccc4CN3C2=O)cc1,-4%,21%,?,-15%,-10%,3%,?,0%,-14
COc1ccc2sc(N(CCN(C)C)C(=O)c3cc(Cl)sc3Cl)nc2c1,8%,-10%,-4%,-5%,13%,·,9%,1%,19
Cc1cc(C)nc(NCCCc2ccccc2)n1,-2%,-3%,3%,-8%,-25%,-1%,14%,-10%,-19
CCc1nn(CCCC(=O)N2CCc3ccccc3C2)c(=O)c2cc3occc3n12,23%,-5%,1%,-2%,-3%,-2%,-3%,4%,-5
Cc1ccccc1NC(=O)CSc1nc(O)cc(=O)n1C,17%,-1%,1%,-7%,5%,1%,13%,-1%,36
O=[N+]([O-])c1cnc2ccccn12,-2%,-11%,4%,-5%,12%,·,9%,1%,-23
COc1ccc(NC(=O)C(c2cc3c(cc2[N+](=O)[O-])OCO3)N(C)Cc2ccccc2)cc1 (stereo not given),3%,-2%,-2%,-1%,-10%,-20%,1%,17%,-11
COc1ccc(N=C2SC(C(=O)N3CCN(c4ccccc4)CC3)CC(=O)N2C)cc1 (stereo not given),1%,7%,6%,-10%,-5%,-14%,3%,1%,12
COc1ccc(CNC(=O)Cc2ccc(-c3ccccc3)cc2)cc1OC,?,?,15µM*,14%,7.3µM*,-32%,15µM*,12µM*,1
CC(=O)c1ccc(N=C2NC(=O)C(CO)(CO)S2)cc1,-3%,-18%,-7%,4%,-15%,6%,0%,5%,-19
COC(=O)c1coc(-c2ccc(C)cc2)c1C(=O)OC,15%,-6%,-3%,-34%[57.1 µM],-9%,35%,3%,-3%,9
CCOC(=O)C1=CN(CC)S(=O)(=O)NC1c1ccc2ccccc2c1 (stereo not given),0%,-6%,-7%,-8%,0%,2%,2%,-2%,21
O=C(O)CN1CCN(Cc2ccc(F)cc2)C1=O,2%,-5%,-1%,1%,18%,4%,-3%,0%,4
O=C(CNS(=O)(=O)c1ccc(Cl)cc1)NNC(=O)c1cccnc1,-4%,-1%,14%,-21%,5%,·,10%,1%,15
O=C(NCc1cccs1)C1CC(=O)N(c2ccccc2)C1 (stereo not given),6%,1%,1%,1%,-1%,1%,12%,0%,8
CCc1c(C(=O)N2CCN(c3ccccc3F)CC2)[nH]c(C)c1C(C)=O,-6%,-6%,-10%,5%,?,-25%,-14%,6%,18
CCN(Cc1ccncc1)C(=O)CCc1ccccc1,-1%,?,-5%,-18%,-6%,-2%,9%,-10%,4
CCc1sc(NC(=O)C(C)C)nc1-c1ccccc1,9%,-5%,16%,-12%,3%,11%,-5%,-1%,17
CCc1ccc(CC)c(S(=O)(=O)Nc2ccc(O)c(C(=O)O)c2)c1,3%,3%,0%[9.24 µM],-5%,0%,0%,-17%,?,31
CCOC(=O)c1sc(-c2ccc(C)cc2)c(C#N)c1C,14%,-1%,30%,-31%[57.1 µM],?,2%[11.3 µM],17%,2%,20
O=C(CCn1c(=O)c2cccn2c2cccnc21)NCc1cccc(Cl)c1,-8%,14%,0%,4%,?,10%,14%,0%,19
Cc1ccc(C)c(NC(=O)c2ccccc2O)c1,?,?,?,56µM*,0%,12%,?,?,6
Clc1cccc(-c2ccc(CNCc3ccccn3)o2)c1,4%,-12%,-6%,-2%,-12%,·,-1%,14%,4
CC(=O)NCCC(=O)Nc1cc(S(=O)(=O)N2CCCCC2)ccc1N1CCCCC1,-1%,-6%,2%,15%,0%,·,1%,-6%,-2

Single records, as listed above. Order of screens: KB-3-1 cytotox	SW480 rerep	HT1080NT lethal	WRN helicase inh	KB-V1 MDR tox	ATXN2 expr inh	HT1080 IDH1KD tx	MCF10A rerep	IL-1B inflam inh
`Cc1cc(C)nc(NCCCc2ccccc2)n1` across the screens: -2%	-3%	3%	-8%	-25%	-1%	14%	-10%	-19
`CCc1sc(NC(=O)C(C)C)nc1-c1ccccc1` across the screens: 9%	-5%	16%	-12%	3%	11%	-5%	-1%	17
`O=[N+]([O-])c1cnc2ccccn12` across the screens: -2%	-11%	4%	-5%	12%	·	9%	1%	-23

Going on with the list:
SMILES,KB-3-1 cytotox,SW480 rerep,HT1080NT lethal,WRN helicase inh,KB-V1 MDR tox,ATXN2 expr inh,HT1080 IDH1KD tx,MCF10A rerep,IL-1B inflam inh
Cc1nc(N2CCCCC2)c2c(-c3cccs3)csc2n1,-30%,2%,-10%,0%,-27%,-22%,-19%,21µM*,14
CC1CN(C(=O)c2cc3c(s2)CCC3)CC(C)O1 (stereo not given),-5%,1%,-9%,-1%,?,4%,11%,-1%,-11
O=C(O)/C=C/C(=O)Nc1ccccc1SC(F)(F)C(F)(F)C(F)(F)F,15%,0%,2%,0%,3%,-33%,-1%,-5%,-104*
Cc1cccc(OCC(=O)Nc2ccccc2N2CCCCC2)c1,-4%,0%,5%,2%,?,-19%,4%,?,7
CC1CCc2sc(C(=O)NCCCn3ccnc3)cc2C1 (stereo not given),-27%,8%,16%,8%,1%,-10%,-6%,2%,32
Cc1ccc2cc(CN(C(=O)c3ccncc3)C(C)C)c(=O)[nH]c2c1,-5%,3%,-7%,4%,20%,-2%,-12%,-4%,33
CCOc1cc(N2CCCC2)ccc1[N+](=O)[O-],-9%,7%,1%,4%,-23%,9%,6%,14%,-6
CN(Cc1ccccc1)c1nc2c(c(=O)[nH]c(=O)n2C)n1CCCSc1ncccn1,?,1%,-3%,-1%,2.6µM*,-9%,-11%,18%,34
C[C@@H]1CN([C@@H](C)CO)C(=O)c2cc(Br)cnc2O[C@H]1CN(C)Cc1ccc(-c2ccccc2)cc1,-11%,·,-28%,1%,?,-32%,-28%,·,-13
CCN1C(=O)/C(=C\C=C\c2ccccc2[N+](=O)[O-])SC1=S,?,?,-4%,8%,?,-31%,-25%,4.1µM*,-21
Nc1[nH]c(N=NC(=O)c2ccccc2O)c2ccccc12,?,?,-5%,-35%,21µM*,4%,-26%,?,71
CS(=O)(=O)c1ccc(Cl)c(NC(=O)COC(=O)c2ccc(-n3cnnn3)cc2)c1,21%,-5%,-3%,-9%,1%,-10%,-11%,4%,7
Cn1c(-c2ccsc2)c(-c2cccs2)c2cc(-c3ccc4[nH]ccc4c3)ccc21,-24%,13%,3%,5%,-8%,6%,3%,-11%,-5
COc1cccc(C2c3c(-c4ccccc4)n[nH]c3C(=O)N2c2ccc(C(=O)O)cc2)c1 (stereo not given),9%,0%,-2%,-9%,-3%,2%,4%,11%,13
C=CCc1cccc2cc(C(=O)Nc3ccc(CC(=O)O)cc3)c(=O)oc12,-12%,-3%,-3%,-8%[11.6 µM],15%,-37%,10%,-1%,-5
Cc1onc(-c2c(Cl)cccc2Cl)c1C(=O)NNc1ccccc1,?,-6%,-24%,-20%,-10%,-6%,?,?,-15
CC(=O)Nc1nc2ccc(Br)cc2s1,0%,-8%,-26%,-14%,0%,24%,?,17%,-18
Cc1cccc(N(NC(=O)C(C)(C)O)C(=O)c2ccccc2)c1,3%,0%,6%,-8%,14%,-1%,8%,9%,11
CCC1(C)NC(=O)N(/N=C/c2cc(OC)c(O)c(OC)c2)C1=O (stereo not given),6%,-1%,?,2%,0%,-3%,13%,-1%,13
CCOc1cc(Br)c(/C=C2/C(=O)N(C)C(=S)N2CC(=O)OC)cc1OC,-3%,3%,-28%,1%,-13%,-28%,-16%,?,0
CC(OC(=O)C1=COCCO1)C(=O)c1ccc(C(C)(C)C)cc1 (stereo not given),-17%,3%,-14%,-15%,-10%,12%,-2%,1%,9
Cc1sc2nc(C(C)Nc3ccccc3N3CCOCC3)[nH]c(=O)c2c1C (stereo not given),10%,-2%,-4%,-7%,0%,-3%,-14%,1%,75
O=C(COC(=O)c1cc2c(s1)CCCC2)NCc1ccccc1Cl,9%,-1%,10%,2%,-2%,1%,3%,3%,11
Cc1n[nH]c(=S)n1-c1cccc(Cl)c1,11%,-4%,18%,-10%,0%,3%,12%,-7%,13
COc1cc(OC)cc(C(=O)NC(C(=O)OCn2nnc3ccccc3c2=O)C(C)C)c1 (stereo not given),3%,-22%,5%,-3%,0%,14%,3%,-2%,5
CC(=O)Nc1ccc(NC(=O)CCn2c(=O)oc3ccccc32)cc1,33%,-10%,11%,2%,10%,-6%,10%,2%,-5
COc1ccc(-c2csc(NC(=O)C3CSC4(C)CCC(=O)N34)n2)cc1OC (stereo not given),0%,202%,-13%,-7%,3%,-11%,-21%,9%,-13
